PLK1 PBD block: blocks phosphopeptide binding to human PLK1 polo-box domain. P53350. Plk1 PBD binding of FITC phosphopeptide, fluorescence polarization. Potency, µM, for inactives: max response, negative = inhibition, actives largely listed as inhibitors. 2.8% of 360,000 active; also: potency is read from the fitted curve at half-maximal effect; series mostly up to about 57 µM; % is scaled to controls: 0 for no effect and ±100 for the full control effect; nearly all actives have a fitted effect of over 65% in size
Target sequence (P53350 whole entry, looked up, the tested form may be a part): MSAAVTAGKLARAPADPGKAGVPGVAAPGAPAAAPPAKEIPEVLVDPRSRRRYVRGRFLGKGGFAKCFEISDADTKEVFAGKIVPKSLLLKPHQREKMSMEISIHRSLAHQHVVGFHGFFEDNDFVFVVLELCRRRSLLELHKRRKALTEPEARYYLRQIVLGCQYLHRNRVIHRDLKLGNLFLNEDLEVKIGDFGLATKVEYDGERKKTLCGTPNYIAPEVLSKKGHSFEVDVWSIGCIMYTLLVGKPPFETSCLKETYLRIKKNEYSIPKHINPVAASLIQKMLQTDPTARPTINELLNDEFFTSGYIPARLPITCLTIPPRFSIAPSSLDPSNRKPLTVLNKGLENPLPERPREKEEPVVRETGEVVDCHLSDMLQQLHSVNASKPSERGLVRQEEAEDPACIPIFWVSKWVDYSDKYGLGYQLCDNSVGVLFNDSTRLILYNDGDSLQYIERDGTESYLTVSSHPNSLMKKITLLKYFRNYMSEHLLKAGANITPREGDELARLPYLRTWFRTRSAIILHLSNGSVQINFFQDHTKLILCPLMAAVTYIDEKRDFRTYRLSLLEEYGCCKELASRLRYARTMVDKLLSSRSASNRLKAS
PI5P4K alpha inh: PI5P4K alpha (human) kinase inhibition; PI5P4Kalpha enzyme, ADP-Glo luminescence, 60 min; stronger effect = lower value; max response, %; 1.2% of 330,000 active; active = max response of -50% or lower; inconclusive = between -30% and -50%; inactive = -30% or higher; also: value at the top dose of about 77 µM; % is scaled to controls: 0 for no effect and ±100 for the full control effect
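Enzyme plus substrate dispensed, test compounds pinned in, then ATP (5 microM final) added. After 60 min at RT, ADP-Glo reagent 1 for 45 min and reagent 2 for 30 min preceded luminescence imaging.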
IL2 activator: IL-2 activation. 0.065% of 360,000 active. activation, % (series mostly up to about 46 µM). AID 652025. IL-2 activation reporter assay, cell-based qHTS; stimulated with anti-CD3/CD4/CD28 beads; in transgenic mouse T cells; in the data active = activation above about 50%; inconclusive = mostly about 30% to 49%; also: 0% is about no effect
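Unstimulated transgenic mouse T cells, 750 per well, received compound and, after 60 minutes, anti-CD3/anti-CD4 bead plus anti-CD28 stimulation. EGFP and DsRed were quantified after 18 hours.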
GLP1R inv ag: acts as inverse agonist at human GLP-1 receptor. P43220. HEK293 GLP-1R CRE-luciferase, luminescence, 24 h; GLP-1R form is constitutively active. Potency, µM (highest dose often 38.3 µM), for the others: at the highest dose activity change, negative = inhibition, actives largely listed as inhibitors. 1.6% of 410,000 active. AID 624417; also: potency is read from the fitted curve at half-maximal effect; % is scaled to controls: 0 for no effect and ±100 for the full control effect; nearly all actives have a fitted effect of over 55% in size
Target sequence (P43220 whole entry, looked up): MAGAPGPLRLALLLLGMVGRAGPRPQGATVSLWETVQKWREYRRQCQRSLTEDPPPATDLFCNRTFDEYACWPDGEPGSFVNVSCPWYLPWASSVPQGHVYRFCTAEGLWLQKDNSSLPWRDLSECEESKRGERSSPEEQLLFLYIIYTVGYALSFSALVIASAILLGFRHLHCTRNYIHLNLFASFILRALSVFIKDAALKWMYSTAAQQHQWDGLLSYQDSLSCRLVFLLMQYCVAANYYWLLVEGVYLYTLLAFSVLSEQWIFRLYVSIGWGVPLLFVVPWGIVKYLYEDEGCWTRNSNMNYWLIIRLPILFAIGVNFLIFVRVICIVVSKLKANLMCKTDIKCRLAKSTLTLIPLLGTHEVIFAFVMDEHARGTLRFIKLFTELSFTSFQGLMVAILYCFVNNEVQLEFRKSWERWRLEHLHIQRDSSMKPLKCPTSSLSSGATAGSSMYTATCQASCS
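qHTS in 1536-well format: reporter HEK293 cells expressing constitutive GLP-1R activity in DMEM + 10% Nu serum, 24 hr with compounds at 37 deg C, luminescence read after 12 min with detection reagent.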
D3 ag: D3 dopamine receptor (human) agonism | P35462 | 0.58% of 410,000 active | max activation, % | D3R DiscoveRx beta-arrestin cells, luminescence, 90 min; in the data active = max activation above about 30%; also: 0% is about no effect; mostly tested at two doses, the higher about 12 µM
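Cells at 1500/well, incubated overnight, then treated with pinned compounds (dopamine as control) for 90 min at 37 degrees C. DiscoveRx reagent added for 30 - 60 minutes at room temperature; luminescence read.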
WRN inhibitor: inhibitors of human WRN helicase | Q14191 | WRN helicase unwinding, fluorescent forked duplex, kinetic | Potency, µM (doses to about 114 µM), inactives show top-dose activity change, negative = inhibition, actives largely listed as inhibitors | 0.46% of 360,000 active | AID 651768; also: potency is read from the fitted curve at half-maximal effect; % is scaled to controls: 0 for no effect and ±100 for the full control effect; nearly all actives have a fitted effect of over 55% in size
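Kinetic fluorescence helicase assay: unwinding of a quenched forked DNA duplex (100 nM final) with 2 mM ATP final raises red fluorescence (525/598 nm). Compounds sat 15 min at room temperature with 20 nM WRN beforehand.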
DRD3 antagonist: blocks the human D3 dopamine receptor. D3R cells, DiscoveRx beta-arrestin luminescence, antagonist mode; stronger effect = lower value. max response, negative = inhibition, %. 2.5% of 360,000 active. AID 652054; in the data active = max response below about -50%; inconclusive = no clear call, values can overlap the other calls; also: % is scaled to controls: 0 for no effect and ±100 for the full control effect; mostly tested at two doses, the higher about 12 µM
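Cells plated overnight at 1500 cells/well, then exposed to library compounds with dopamine controls for 90 minutes at 37 degrees C. DiscoveRx reagent added for 30–60 minutes at room temperature; luminescence read, quantitative HTS format.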
GLP1R cytotox: cytotoxicity counter-screen for GLP-1 receptor inverse agonists. 0.13% of 410,000 active. Potency, µM (titrated, usually from 38.3 µM), for the others: at the top dose activity change, negative = inhibition, most hits filed as inhibitors. HEK293 cAMP-luciferase reporter cells, luminescence, 24 h;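 also: loss of luciferase light is scored as toxicity; potency is read from the fitted curve at half-maximal effect; % is scaled to controls: 0 for no effect and ±100 for the full control effect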
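Cells in DMEM/10% Nu serum/1% pen-strep, 1536-well format. Pre-incubated 12 h, dosed with 23 nL compound, incubated a further 24 h. Luciferase detection, 12 min at room temp, luminescence.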
GLP1R ag: activates the human GLP-1 receptor; P43220; HEK293 GLP-1R CRE-luciferase, luminescence, 4-6 h; cells express a hypersensitive GLP-1R form; Potency, µM (titrated, usually from 45.6 µM), for inactives: at the highest dose activation, usual class: activators; 0.007% of 380,000 active; also: potency is read from the fitted curve at half-maximal effect; % of control where 0% means no effect
* marks the source's active call; other numbers are inactive results; u = inconclusive; x = not tested or not shown; & = joins results of further samples; [ ] = dose if it differs, or a comment. Unless noted, calls follow the shape of the dose curve; as a rule, active = well fitted curve in the direction sought with a large enough effect; inconclusive = small, poorly fitted or top-dose-only effect, or another doubt; inactive = no such curve, though single readings can be large; an effect the other way counts as inactive or inconclusive.

SMILES	PLK1 PBD block	PI5P4K alpha inh	IL2 activator	GLP1R inv ag	D3 ag	WRN inhibitor	DRD3 antagonist	GLP1R cytotox	GLP1R ag
N#Cc1ccc(C23CC4(C2)[C@H](CN(CC2CCCCC2)[C@@H]4c2ccccc2)C3c2ccccc2)cc1 (stereo partly drawn)	2%&5%	0	0.4	-17%	5	9%	22	2%	-2%
CC1=CC(c2ccccc2)n2nc(NS(=O)(=O)c3ccc(C)cc3)nc2N1 (stereo not drawn)	-8%	x	-0.8	0%	5	-11%	21	6%	-7%
O=C(CSc1nnc2c(Cl)cc(Cl)cn12)N1CCOCC1	-6%	x	-4.5	-1%	-2	-17%	-19	-4%	0%
O=C(CCCn1c(=S)[nH]c2cc3c(cc2c1=O)OCO3)N1CCc2ccccc2C1	-12%	-7	-2.1	-10%	-7	2%	-7	-14%	-2%
CO/N=C/C(=N\Nc1ccc(OC)cc1)C(=O)c1ccc(OC)cc1	-8%	20	-0.4	3%	5	-12%	-15	1%	8%
O=C(NNC(=O)C1CCN(c2ncccn2)CC1)c1ccncc1	-16%	7	-0.2	4%	0	-8%	-2	9%	6%
N#Cc1cccc(NC(=O)CCNS(=O)(=O)c2ccc3c(c2)CCN3C(=O)C2CC2)c1	x	x	x	17%	-11	x	x	-2%	-6%
Cn1cc(CN2CCC(CO)(CCCc3ccccc3)CC2)c(-c2ccccc2)n1	3%	1	0.1	u	-3	-7%	13	-8%	3%
CCc1c(C)c(C#N)c2nc3ccccc3n2c1N(C)C	-1%	0	0.0	18%	2	-6%	-8	90%[activator]	9%
CC(C)(C)NC(=O)c1cccc2c1OC(C)(C)C2	-24%	4	-2.3	u	49*	1%	9	5%	5%
CC(C)C(=O)NCCCc1ccccc1	-4%	-2	2.5	0%	-2	-5%	0	-2%	-9%
CCOc1ccc(NC(=O)Cn2cc(C(=O)c3ccccc3)c(=O)c3cc(OC)ccc32)cc1	x	x	x	-21%	-2	x	x	-1%	0%
COc1ccc(CCn2c(=N)c(C(=O)NCc3ccco3)cc3c(=O)n4cccc(C)c4nc32)cc1	-8%	-19	0.0	11%	-8	-16%	-28	6%	20%
NC(=S)N=Nc1ccc(NN=C(N)N)cc1	3.8µM*	-84*	-0.3	4%	-10&-5	u	u	-7%	0%&1%
O=C1CCC/C1=C\c1ccccc1	-9%	-17	-2.9	13%	1	2%	-5	8%	1%
CCOc1ccc(NC(=S)NCCCn2ccnc2)cc1	7%	-6	-1.7	-18%	1	0%	19	-19%	-1%
CCOc1ccc(NC(=O)Cn2nnc(C(=O)Nc3ccc(OCC)cc3)c2N)cc1	x	x	x	-19%	2	x	x	-9%	0%
Cc1cc2c(C)cc(=O)[nH]c2cc1NC(=O)CCl	-15%	0	-0.3	u	3	-4%	11	u	0%
Cc1cnc(C(=O)OC(C)C(=O)c2c(C)[nH]c3ccccc23)cn1 (stereo not drawn)	-2%	-7	-3.2	14%	3	3%	-9	-4%	-2%
COc1cc(=O)[nH]c(SCc2c(F)c(F)c(F)c(F)c2F)n1	-11%	x	-1.0	3%	4	-2%	22	2%	-7%
Cc1ccc(NC(=O)c2ccc(CSc3nnc(-c4ccncc4)n3C)cc2)cc1	-8%	8	1.2	5%	-14	6%	5	10%	17%
CC(Sc1nc(C2CC2)n(-c2ccccc2)n1)C(=O)c1c(N)n(C)c(=O)n(C)c1=O (stereo not drawn)	-6%	4	-1.8	38%	-1	-31%	-9	-4%	2%
CCOC(=O)c1oc2ccccc2c1COC(=O)CNC(=O)c1ccco1	-3%	3	-0.7	1%	-4	10%	-11	2%	5%
CN(C(=O)C(Cl)Cl)c1ccc(OC(=O)c2ccco2)cc1	-5%	0	2.4	-3%	-37&8	5%	-30	-3%	-3%&-6%
c1ccc2c(NCC3CCCO3)nc(N3CCOCC3)nc2c1 (stereo not drawn)	-3%	-6	-2.0	-3%	3	4%	-3	-7%	3%
Cc1ccc(OCC2Cn3c(nc4c3c(=O)[nH]c(=O)n4C)O2)cc1 (stereo not drawn)	-11%	x	-0.3	0%	0	-7%	14	-14%	-6%
O=C(Nc1nc2ccccc2[nH]1)Nc1ccccc1F	-4%	4	0.2	u	-9	2%	-12	-16%	7%
CCOC(=O)C1=C(C)NC(=O)NC1c1ccsc1 (stereo not drawn)	-4%	6	0.1	10%	0	3%	14	0%	-6%
CNc1nc2c(C)cccn2c(=O)c1C=Nc1ccc(OC)cc1	-3%	4	4.0	-2%	1	-8%	22	8%	-8%
COc1ccc(N(C)S(=O)(=O)c2cccc(C(=O)NC3CCCCCC3)c2)cc1	-6%	-2	1.0	-17%[7.66 µM]	0	-5%	-16	-1%[7.66 µM]	-1%

Some of the entries so far, bar-delimited.
Molecule | PLK1 PBD block | PI5P4K alpha inh | IL2 activator | GLP1R inv ag | D3 ag | WRN inhibitor | DRD3 antagonist | GLP1R cytotox | GLP1R ag
Cc1cnc(C(=O)OC(C)C(=O)c2c(C)[nH]c3ccccc23)cn1 (stereo not drawn) | -2% | -7 | -3.2 | 14% | 3 | 3% | -9 | -4% | -2%
COc1cc(=O)[nH]c(SCc2c(F)c(F)c(F)c(F)c2F)n1 | -11% | x | -1.0 | 3% | 4 | -2% | 22 | 2% | -7%
Cc1ccc(NC(=O)c2ccc(CSc3nnc(-c4ccncc4)n3C)cc2)cc1 | -8% | 8 | 1.2 | 5% | -14 | 6% | 5 | 10% | 17%
CC(Sc1nc(C2CC2)n(-c2ccccc2)n1)C(=O)c1c(N)n(C)c(=O)n(C)c1=O (stereo not drawn) | -6% | 4 | -1.8 | 38% | -1 | -31% | -9 | -4% | 2%
CCOC(=O)c1oc2ccccc2c1COC(=O)CNC(=O)c1ccco1 | -3% | 3 | -0.7 | 1% | -4 | 10% | -11 | 2% | 5%
CN(C(=O)C(Cl)Cl)c1ccc(OC(=O)c2ccco2)cc1 | -5% | 0 | 2.4 | -3% | -37&8 | 5% | -30 | -3% | -3%&-6%
c1ccc2c(NCC3CCCO3)nc(N3CCOCC3)nc2c1 (stereo not drawn) | -3% | -6 | -2.0 | -3% | 3 | 4% | -3 | -7% | 3%
Cc1ccc(OCC2Cn3c(nc4c3c(=O)[nH]c(=O)n4C)O2)cc1 (stereo not drawn) | -11% | x | -0.3 | 0% | 0 | -7% | 14 | -14% | -6%
O=C(Nc1nc2ccccc2[nH]1)Nc1ccccc1F | -4% | 4 | 0.2 | u | -9 | 2% | -12 | -16% | 7%
CCOC(=O)C1=C(C)NC(=O)NC1c1ccsc1 (stereo not drawn) | -4% | 6 | 0.1 | 10% | 0 | 3% | 14 | 0% | -6%
CNc1nc2c(C)cccn2c(=O)c1C=Nc1ccc(OC)cc1 | -3% | 4 | 4.0 | -2% | 1 | -8% | 22 | 8% | -8%
COc1ccc(N(C)S(=O)(=O)c2cccc(C(=O)NC3CCCCCC3)c2)cc1 | -6% | -2 | 1.0 | -17%[7.66 µM] | 0 | -5% | -16 | -1%[7.66 µM] | -1%

Next part:
SMILES	PLK1 PBD block	PI5P4K alpha inh	IL2 activator	GLP1R inv ag	D3 ag	WRN inhibitor	DRD3 antagonist	GLP1R cytotox	GLP1R ag
c1ccc(-c2csc(N3CCSCC3)n2)cc1	-2%	14	-1.0	9%	6	-4%	5	4%	-7%
C#CCOCCOCCOCCNc1nc(N2CCN(C(=O)[C@H](C(C)C)n3cc(CCO)nn3)CC2)nc(N2CCN(C(=O)[C@H](Cc3ccc(O)cc3)n3cc(CCO)nn3)CC2)n1	-1%	2	0.1	19%	-20	-8%	18	-24%	-2%
CN(CC(O)Cn1c2ccccc2c2ccccc21)S(C)(=O)=O (stereo not drawn)	-7%	5	0.3	u	1	-3%	-25	19%	-2%
COc1ccc(OCC(O)CN2CCC(CN3C(=O)c4cccc5cccc(c45)C3=O)CC2)cc1 (stereo not drawn)	8%	4	-3.3	u	-17	11%	-14	-26%	7%
CCN(CC)C(=O)C1=C(C)N(Cc2ccc(C(C)(C)C)cc2)C(=O)C(CC(=O)NCCN2CCOCC2)C1 (stereo not drawn)	-6%	-1	0.4	-7%	4	-1%	-4	2%	-4%
O=C(CN(c1ccccc1)S(=O)(=O)c1ccccc1[N+](=O)[O-])Nc1ccccc1C(=O)N1CCOCC1	u	2	-0.7	-11%	3	-9%[57.1 µM]	2	5%	1%
O=C(NCc1ccc2c(c1)OCO2)c1ccc(CS(=O)(=O)c2ccc(Br)cc2)o1	-3%	0	-2.0	-21%	0	-6%	5	-17%	2%
O=C(CN1CCCc2ccccc21)N/N=C/c1ccccc1	-11%	-7	-0.1	-17%	-7	3%	-20	-3%	7%
CC1CCCCC1NC(=O)Cn1c(=O)cnc2ccccc21 (stereo not drawn)	2%	3	-0.2	3%	0	0%	3	-2%	6%
COc1ccc(C2=NN(C(=O)CN3CCCCC3)C(c3ccc(C)cc3)C2)cc1 (stereo not drawn)	-7%	2	-1.8	u	2	-1%	4	3%	17%
Cc1ccccc1OCC(=O)NCCNC(=O)c1cccnc1	-1%	-2	0.2	-20%	15	-3%[57.1 µM]	-4	-2%	15%
CC1CCCN(c2nc(-c3cccnc3)nc3scc(-c4ccccc4)c23)C1 (stereo not drawn)	19%	8	-0.4	u	34*	-18%[57.1 µM]	17	-8%[1.53 µM]	-1%
O=C(COC(=O)CNC(=O)c1ccccc1F)NCCNC(=O)COC(=O)CNC(=O)c1ccccc1F	-7%	3	-6.2	14%	-10	-3%	5	-4%	-2%
COc1ccc(C(=O)N2CCN(C(=O)Cc3ccccc3)CC2)cc1OC	-3%	x	-1.3	-13%	-22	-2%[57.1 µM]	-5	-6%	0%
COc1cc(/C=N/NC(=O)c2cccnc2)ccc1OC(=O)c1ccco1	-7%	x	-0.9	0%	-1	4%	-22	2%	-13%
O=C1N[C@H](Cc2ccccc2)COC(=O)[C@@H](Cc2ccc(F)cc2)C/C=C\C[C@H]1CC(=O)N(CCO)Cc1ccccc1	3%	3	-0.3	u	-14	-2%	20	u	4%
CCCCCC(=O)N1C[C@@H](O)[C@H](n2cc(COC(=O)c3ccccc3)nn2)C[C@@H]1c1ccc(C)cc1	-4%	0	0.1	-12%	1	-20%	12	3%	10%
